TAAR1 antag: antagonists of human TAAR1; Q96RJ0; CHO RD-HGA16 TAAR1, Fluo-8 calcium fluorescence, antagonist; inhibition, % at 3 µM; 360,000 tested, 1.5% active; AID 624466;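 active means inhibition above a per-plate cutoff, the mean inhibition of test compounds on that plate plus 3 SD, cut at about 49% in these data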;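 further: 0% = DMSO plus EC80 beta-PEA response and 100% = DMSO alone without agonist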
Target sequence (Q96RJ0 whole entry, looked up): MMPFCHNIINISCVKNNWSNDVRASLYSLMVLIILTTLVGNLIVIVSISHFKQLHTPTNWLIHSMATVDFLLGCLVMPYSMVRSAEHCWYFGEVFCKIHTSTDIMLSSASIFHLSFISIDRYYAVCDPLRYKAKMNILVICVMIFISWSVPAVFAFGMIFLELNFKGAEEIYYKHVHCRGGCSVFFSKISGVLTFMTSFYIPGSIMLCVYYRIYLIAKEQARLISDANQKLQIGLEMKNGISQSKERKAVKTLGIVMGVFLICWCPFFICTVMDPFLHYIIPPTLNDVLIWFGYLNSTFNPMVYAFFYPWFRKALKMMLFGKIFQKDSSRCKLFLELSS
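Material: CHO RD-HGA16 cells bearing hTAAR1; compound dosing: one-point dosing, 3 µM nominal final; schedule: dye loading 75 min at 37 °C, then 30 min room temperature; measured by: calcium fluorescence with Fluo-8; control set: vehicle and agonist controls; replication: n of 1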
V1R ag counter: activates human V1a receptor in oxytocin agonist counter-screen; P37288; CHO-V1R cells, Fluo-8 calcium fluorescence, agonist mode; 0% DMSO, 100% 3 nM vasopressin; activation, % at 3 µM; 320,000 tested, 0.25% active; AID 2797;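 active means activation above the mean activation of all tested compounds plus 3 SD, per screening run, cut at about 20% in these data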;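 further: signal is peak over basal fluorescence ratio across a 100 second FLIPR read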
Target sequence (P37288 whole entry, looked up): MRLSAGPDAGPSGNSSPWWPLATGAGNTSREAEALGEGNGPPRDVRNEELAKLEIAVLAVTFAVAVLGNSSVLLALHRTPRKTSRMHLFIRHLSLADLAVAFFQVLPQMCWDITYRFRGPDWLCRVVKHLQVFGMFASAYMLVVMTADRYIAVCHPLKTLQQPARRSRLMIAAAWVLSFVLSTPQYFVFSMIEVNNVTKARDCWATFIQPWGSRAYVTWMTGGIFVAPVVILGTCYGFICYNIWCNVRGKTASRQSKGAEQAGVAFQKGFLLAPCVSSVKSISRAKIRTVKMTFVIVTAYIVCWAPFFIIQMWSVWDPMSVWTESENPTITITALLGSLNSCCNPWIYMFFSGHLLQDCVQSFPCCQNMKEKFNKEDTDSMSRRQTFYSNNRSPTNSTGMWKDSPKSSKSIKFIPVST
M1 PAM parental: counter-screen for M1 PAMs: effect in parental CHO-K1 cells. ATP EC20, Fluo-8 calcium fluorescence; 0% at ATP EC20, 100% at ATP max. activation, % at 3 µM. 360,000 tested, 0.02% active;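 active means activation above the run cutoff, the mean activation of all test compounds plus 3 SD, cut at about 40% in these data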;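 further: peak over basal fluorescence ratio in a 140 s read after ATP addition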
GPR7 antagonist: antagonists of human GPR7 (neuropeptides B/W receptor 1) | inhibition, % at 4.4 µM | P48145 | 290,000 tested, 1.1% active | GPR7-expressing cells, fluorescence antagonist assay; in the data active means inhibition above about 16%, passing the limit was not always enough;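 further: cells stimulated with the agonist NPW; 0% = agonist with vehicle and 100% = vehicle without agonist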
Target sequence (P48145 whole entry, looked up): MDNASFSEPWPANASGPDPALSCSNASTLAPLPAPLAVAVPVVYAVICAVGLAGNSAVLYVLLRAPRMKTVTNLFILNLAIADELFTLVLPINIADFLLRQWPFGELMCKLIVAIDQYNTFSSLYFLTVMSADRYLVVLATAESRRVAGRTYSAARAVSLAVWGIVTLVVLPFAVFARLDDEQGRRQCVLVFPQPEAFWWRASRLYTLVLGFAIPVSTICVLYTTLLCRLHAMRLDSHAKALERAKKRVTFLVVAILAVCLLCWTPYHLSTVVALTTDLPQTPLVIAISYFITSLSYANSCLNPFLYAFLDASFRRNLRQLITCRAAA
CHO-K1 Ca antag: counter-screen for M1 antagonists: effect in parental CHO-K1 cells; ATP-induced calcium, Fluo-8 fluorescence; inhibition, % at 3 µM; 360,000 tested, 0.6% active; AID 602250;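 active means inhibition above a per-plate cutoff, the plate's mean sample inhibition plus 3 SD, cut at about 24% in these data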;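 further: 0% = DMSO plus EC80 ATP and 100% = DMSO alone without ATP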
CHO parental Ca: signal in parental CHO cells, OX1R antagonist counter-screen | parental CHO-K1, ATP-induced calcium, Fluo-8 fluorescence | inhibition, % at 5.6 µM | 330,000 tested, 0.63% active | AID 463079;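 active means inhibition above that plate's mean sample inhibition plus 3 SD, cut at about 26% in these data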;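 further: 0% = ATP-challenged DMSO wells and 100% = DMSO wells without ATP; some compounds past the cut are filed as inactive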
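Material – parental CHO cells · Reagent – ATP stimulus · Compound – single nominal dose of 5.6 µM per compound · Detection – Fluo-8 fluorescence · Read-out basis – percent inhibition of calcium signal · Controls – ATP-challenged DMSO wells low, unchallenged DMSO wells high · Repeats – no replicates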
OXTR potentiator: potentiators of human oxytocin receptor | P30559 | CHO-OTR cells, Fluo-8 calcium fluorescence, potentiator mode; 0% = oxytocin EC15, 100% = EC100 | activation, % at 3 µM | 320,000 tested, 0.061% active;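 active means activation above that plate's cutoff, the mean activation of tested compounds plus 3 SD, cut at about 6.6% in these data, passing the limit was not always enough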;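 further: 100% uses oxytocin at 75 nM as the full agonist control; some results filed as inactive read as strong as hits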
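Measured by – Fluo-8 calcium dye fluorescence · Test system – human OTR in CHO cells · Dosing – one concentration, 3.0 µM compound · Controls – EC15 oxytocin alone as 0%, 75 nM oxytocin as 100% · Evaluation – normalized max/min fluorescence ratio, % activation · Timing – 6 min pre-incubation, 100 s read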
OXTR ag: agonists of human oxytocin receptor; CHO-OTR cells, Fluo-8 calcium fluorescence; normalized: DMSO 0%, oxytocin 100%; 320,000 tested, 0.32% active; activation, % at 3 µM; P30559; AID 2435;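 active means activation above the mean of all tested compounds plus 3 SD, cutoff set per screening run, cut at about 20% in these data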;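 further: peak over basal fluorescence ratio from a 100 s FLIPR kinetic read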
CHO-K1 Ca ag: counter-screen for M1 agonists: effect in parental CHO-K1 cells. Fluo-8 calcium fluorescence; scaled to maximal ATP response, vehicle zero. activation, % at 3 µM. 360,000 tested, 0.48% active. AID 602248; in the data active means activation above about 15%;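 further: untransfected CHO-K1 host cells lacking M1 receptor as counterscreen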
* marks the source's active call; other numbers are inactive results; . = not tested or not shown.

SMILES	TAAR1 antag	V1R ag counter	M1 PAM parental	GPR7 antagonist	CHO-K1 Ca antag	CHO parental Ca	OXTR potentiator	OXTR ag	CHO-K1 Ca ag
Cc1ccc(NC(=O)C2C3C=CC4(O3)C2C(=O)N(CCCN2CCOCC2)C4C(=O)NC2CCCCC2)cc1Cl (stereo unspecified)	-3	-0.4	11	-8	-5	-12	0	0.5	-0.1
Cc1ccc(OCCCC(=O)Nc2nnc(C3CCCO3)s2)c(C)c1 (stereo unspecified)	-25	-0.4	16	-8	-12	-16	3	0.8	1.4
O=C(NCCCN1CCC(Cc2ccccc2)CC1)c1ccc(CS(=O)c2ccccc2Cl)o1 (stereo unspecified)	-9	.	-11	.	8	.	.	.	2.3
COc1ccccc1C(O)c1ncc(-c2cccc(C(F)(F)F)c2)[nH]1 (stereo unspecified)	4	.	29	.	-26	.	.	.	3.2
CC(C)(C)C(=O)NC(CC(=O)O)c1ccccc1 (stereo unspecified)	-2	1.0	-7	-4	-11	-5	-10	0.8	0.5
CCn1c(SCc2nc(-c3ccccc3)no2)nc2ccccc21	-13	1.7	20	-12	-11	-10	-3	-0.1	0.2
C=CCn1c2ccccc2c2nnc(SCCCn3c(=O)[nH]c4ccccc43)nc21	56*	.	-1	-14	15	.	.	.	3.4
CCCOc1ccc(C(=O)CCN2CCN(C(=O)OCC)CC2)cc1	-6	.	18	-6	-19	.	.	.	0.5
CCc1cc(C(=O)OC)c(NC(=O)CC2Nc3cc(C)c(C)cc3NC2=O)s1 (stereo unspecified)	-22	0.3	0	-19	17	-8	-2	1.8	0.5
COc1cc(C(=O)Nc2cc(Cl)ccc2C)c(-n2cnnn2)cc1OC	-12	0.0	7	-15	-10	0	3	0.3	0.5
Cc1cc(SCc2ccccc2)nc(=O)[nH]1	2	1.5	2	5	4	-4	-6	0.0	0.0
CCN(C(C)=O)c1ccc(Oc2nc(OC)cc(OC)n2)cc1	-6	1.1	14	-6	-11	2	-3	0.0	1.0
CC(=O)OCc1cc(-c2nn(C)c(=O)c3ccccc23)ccc1C	-24	-0.1	-1	2	-1	-6	2	-0.8	0.9
O=C(NC(=S)Nc1ccc(Cc2ccncc2)cc1)c1ccc(F)cc1	26	10	6	-2	-1	0	-10	7.3	12
COC(=O)c1c(NC(=O)CSc2ncnc3[nH]ncc23)sc2c1CCC2	-7	-0.2	2	-9	-11	-21	0	-0.6	0.4
COc1cccc(CN2CCN(Cc3cccn3-c3cccnc3)CC2CCO)c1 (stereo unspecified)	8	-1.3	-10	-5	4	-13	5	-1.2	-0.6
CCN(Cc1ccccc1)C(c1ccccn1)c1nnnn1C1CCCCC1 (stereo unspecified)	6	-1.1	-2	-3	0	-26	-13	-2.3	0.4
Cc1cccc(NC(=O)c2ccc(OCc3c(C)noc3C)cc2)n1	6	1.9	7	.	-7	-14	-7	2.2	1.9
Cc1nc2c(=O)oc3ccccc3c2n1-c1ccccc1	9	0.1	-3	-2	22	-16	0	-0.7	-0.1
COc1ccc(C2CCCN2C(=O)Nc2ccccc2)cc1OC (stereo unspecified)	5	1.9	-3	4	10	5	-7	0.8	0.0

Part of the list above in another layout:
Cc1cc(SCc2ccccc2)nc(=O)[nH]1
  TAAR1 antag: 2	V1R ag counter: 1.5	M1 PAM parental: 2	GPR7 antagonist: 5	CHO-K1 Ca antag: 4	CHO parental Ca: -4	OXTR potentiator: -6	OXTR ag: 0.0	CHO-K1 Ca ag: 0.0
CCN(C(C)=O)c1ccc(Oc2nc(OC)cc(OC)n2)cc1
  TAAR1 antag: -6	V1R ag counter: 1.1	M1 PAM parental: 14	GPR7 antagonist: -6	CHO-K1 Ca antag: -11	CHO parental Ca: 2	OXTR potentiator: -3	OXTR ag: 0.0	CHO-K1 Ca ag: 1.0

Continuation:
SMILES	TAAR1 antag	V1R ag counter	M1 PAM parental	GPR7 antagonist	CHO-K1 Ca antag	CHO parental Ca	OXTR potentiator	OXTR ag	CHO-K1 Ca ag
CC(=O)Nc1ccc(NC(=O)C(C)OC(=O)C23CC4CC(CC(Cl)(C4)C2)C3)cc1 (stereo unspecified)	3	1.9	1	.	-3	-14	-2	4.4	0.8
O=S1(=O)CC(N2CCN(c3ccccn3)CC2)CN1C1CCCCC1 (stereo unspecified)	-15	.	-8	.	15	.	.	.	0.7
CCc1ccc(NC(=O)Cn2nnc(C(=O)NCc3cccs3)c2N)cc1	9	1.2	19	-2	-3	-3	-11	0.3	0.1
CN(C)CCN(C(=O)c1ccc2ccccc2c1)c1nc2ccc(Br)cc2s1	-11	1.1	5	7	-4	-12	-7	2.0	1.9
CCOC(=O)N1CCC(N2CCN(Cc3ccc(C)o3)C(CCO)C2)CC1 (stereo unspecified)	3	0.1	-5	-7	-2	-13	0	0.1	-0.6
Cc1ccc(-c2nnc(SCC(=O)N/N=C/c3c(C)nn(-c4ccccc4)c3C)n2-c2ccccc2)cc1	26	-0.4	23	-5	-10	-37	0	-1.9	-0.1
CC1(C)c2[nH]c3ccccc3c2C[C@H]2C(=O)N(CCCO)CC(=O)N21	-12	-0.1	8	-11	-8	-4	-2	-1.0	1.2
CCOC(=O)N1CCC(N(CCOC)C(=O)Nc2ccc(Cl)c(Cl)c2)CC1	-3	0.3	6	-7	-16	-17	2	-0.8	3.7
Cc1ccn2c(=O)nc(SCC(=O)OCc3ccccc3)nc2c1	2	0.3	10	.	1	-9	-2	0.6	0.7
O=C(CN(CC1CCCO1)C(=O)CNS(=O)(=O)c1ccccc1)NCc1ccco1 (stereo unspecified)	12	-0.7	8	-8	-25	-8	-1	0.0	0.1
CCN(CC(=O)NCc1ccc(F)cc1)C(=O)CN1CCN(c2ccc(OC)cc2)CC1	-5	5.7	10	2	-8	-8	0	-0.3	1.2
CC1CCCN(C(=O)C2CC(=O)N(c3ccc(Cl)cc3)C2)C1 (stereo unspecified)	5	0.5	15	3	-13	-6	-2	0.1	1.4
CC1CCCCC1NC(=O)C1CCN(S(=O)(=O)N2CCC3(CC2)OCCO3)CC1 (stereo unspecified)	-15	0.5	15	5	-16	-6	2	0.0	0.4
CCCCCCCn1c(NC(=O)CC)nc2ccccc21	-39	-1.9	10	1	-1	5	-1	-1.6	0.6
CC(C)(C)C1CCN2CCCC(c3ccc([N+](=O)[O-])cc3)(C1)C21OCCO1 (stereo unspecified)	-14	.	12	.	-15	.	.	.	3.6
O=C(CNC(=O)COc1ccccc1)NCc1cccnc1	-6	-0.3	8	1	-17	2	-13	0.0	0.2
CCN1CCN(C(=O)C2CCN(S(=O)(=O)N3CCC4(CC3)OCCO4)CC2)CC1	-9	0.1	-4	-3	-2	-5	6	1.2	0.1
CCCCN1C=CC(=C2N=c3cccc([N+](=O)[O-])c3=N2)C=C1	11	0.8	15	2	-6	6	-11	-0.1	0.8
CC(C)Cn1c(O)c(N=NC(=O)c2cccc(S(=O)(=O)N3CCCCC3)c2)c2ccccc21	-7	0.1	21	0	-11	-20	-7	-1.1	1.0
CN(C)S(=O)(=O)c1ccc2nnn(O)c2c1	-10	1.0	6	-7	-16	0	-4	1.1	0.1
CCOc1c(Cl)cc(C(=O)Nc2ccccc2C(=O)O)cc1Cl	13	12	14	12	-7	-3	-19	8.5	3.7
COc1ccc(CCNC(=O)C(=O)NCC2CCCO2)cc1 (stereo unspecified)	-6	-0.4	8	-12	2	-3	-5	-0.5	0.2
CCOC(=O)c1c(C)[nH]c(C(=O)OCC(=O)Nc2ccc(Cl)cn2)c1C	4	-0.3	-21	.	-10	-6	-2	1.0	0.2
Cn1nc(C(=O)NCc2cccs2)c2ccccc2c1=O	-23	0.6	-4	5	-7	-4	8	0.8	0.5
O=C(Cc1ccc(Cl)cc1)Nc1cc(Cl)ccn1	-2	-1.1	-4	.	-7	-18	0	-3.0	0.7
COc1cc(OC)cc(C(=O)NNS(=O)(=O)c2ccc(F)cc2)c1	-12	-0.6	-1	1	9	-8	1	0.8	-0.2
Cc1cc(-c2ccc(C(C)C)c(S(=O)(=O)N3CCC(C)CC3)c2)on1	-20	-0.3	0	-5	-1	30	-10	-1.6	-1.1
CCN(CC)C(=O)N1CCc2ccccc21	-7	-0.5	25	-19	-14	-1	-3	-0.8	0.8
Clc1ccc(OCc2nn3c(-c4ccco4)nnc3s2)cc1	-9	1.6	3	16	1	-17	-8	0.5	0.7
CCn1c(/C=C/c2ccc([N+](=O)[O-])o2)nc2ccccc2c1=O	11	-0.3	17	-7	-12	-18	-12	-0.8	0.2
CC(N)c1csc(NC(=O)Nc2cccc(C(F)(F)F)c2)n1 (stereo unspecified)	2	.	0	.	3	.	.	.	0.4
CSCCC(NS(=O)(=O)c1cccs1)C(=O)NCc1ccc(C)cc1 (stereo unspecified)	-17	0.9	20	-3	-15	-16	-4	-1.2	1.8
COc1ccc(/C=N/NC(=O)c2ccncc2)cc1COc1ccc(NC(C)=O)cc1	-3	-0.5	.	-6	.	-8	-7	-1.2	.
CCc1nn(C(C)C(=O)NCc2cccc(Cl)c2)c(=O)c2cc3occc3n12 (stereo unspecified)	-47	2.0	0	-11	-5	-31	-10	-0.7	1.1
O=[N+]([O-])c1ccc(NC(=S)NCC(c2cccnc2)N2CCOCC2)cc1 (stereo unspecified)	17	0.3	17	7	-4	10	0	0.0	1.4
C=CCn1c(SCC(=O)NC2CCS(=O)(=O)C2)nc2sc(CC)cc2c1=O (stereo unspecified)	-13	0.2	-5	-15	1	-17	-9	-1.0	0.4
NS(=O)(=O)c1ccc(-n2ncc3c(=O)[nH]c(SCC(=O)Nc4nccs4)nc32)cc1	-12	0.7	-9	-3	1	8	-2	-0.4	-0.1
O=C(NCCS(=O)(=O)N1CCN(c2ccccc2)CC1)C1CC(=O)N(c2ccc(F)cc2)C1 (stereo unspecified)	-18	4.6	12	-16	-16	-13	-9	2.5	1.0
O=C(OCc1ccccn1)c1ccc(COc2ccccc2Cl)o1	11	0.3	7	14	-8	-9	-2	-0.7	1.0
O=C(COC(=O)COc1ccccc1)Nc1ccccc1OC(F)F	-13	1.0	20	-9	-16	-5	-9	-1.0	0.2
Cc1cc(OC(=O)c2ccc(F)cc2)c([N+](=O)[O-])c(=O)[nH]1	-16	0.1	-14	1	-3	1	-5	-1.1	-0.1
O=C(C1CCC1)N1CCc2cc(S(=O)(=O)NCc3ccccn3)ccc21	6	2.3	-10	-1	-12	-13	-5	2.6	2.6
O=C(O)c1ccccc1C=NNc1ccccn1	-5	.	12	.	-13	.	.	.	1.1
CCOC(=O)N1CCC(n2c(SCC(=O)NCCC3=CCCCC3)nc3ccccc3c2=O)CC1	12	1.8	24	-2	-13	-24	-12	-1.7	2.9

Nothing new here: entries from further up.
SMILES	TAAR1 antag	V1R ag counter	M1 PAM parental	GPR7 antagonist	CHO-K1 Ca antag	CHO parental Ca	OXTR potentiator	OXTR ag	CHO-K1 Ca ag
O=C(COC(=O)COc1ccccc1)Nc1ccccc1OC(F)F	-13	1.0	20	-9	-16	-5	-9	-1.0	0.2
Cc1cc(OC(=O)c2ccc(F)cc2)c([N+](=O)[O-])c(=O)[nH]1	-16	0.1	-14	1	-3	1	-5	-1.1	-0.1
